Screens: PubChem BioAssay, several laboratories
Mtb RmlCD inh = M. tuberculosis RmlC/RmlD coupled enzyme inhibitors, primary screen, biochemical, compound mixtures, 384-well, from 1536-well plates; dTDP-4-dehydrorhamnose reductase (Mycobacterium tuberculosis (strain ATCC 25618 / H37Rv)) …; RmlC+RmlD coupled enzyme assay, percent inhibition; primary screen in compound mixtures; inhibition, % at 3.6 µM; actives 0.03% (n = 160,000); in the data active = inhibition mostly above about 34%, no sharp cut-off; note: some results filed as inactive read as strong as hits
Target sequence (P9WH09 whole entry, looked up): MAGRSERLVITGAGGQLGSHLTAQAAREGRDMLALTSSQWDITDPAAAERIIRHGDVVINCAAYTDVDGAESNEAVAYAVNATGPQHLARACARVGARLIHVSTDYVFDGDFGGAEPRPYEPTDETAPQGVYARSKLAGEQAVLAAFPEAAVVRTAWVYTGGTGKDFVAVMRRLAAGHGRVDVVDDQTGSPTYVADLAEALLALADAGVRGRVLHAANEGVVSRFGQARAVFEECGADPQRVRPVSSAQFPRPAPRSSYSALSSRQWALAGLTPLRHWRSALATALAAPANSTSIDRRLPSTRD
Target sequence (P9WH11 whole entry, looked up): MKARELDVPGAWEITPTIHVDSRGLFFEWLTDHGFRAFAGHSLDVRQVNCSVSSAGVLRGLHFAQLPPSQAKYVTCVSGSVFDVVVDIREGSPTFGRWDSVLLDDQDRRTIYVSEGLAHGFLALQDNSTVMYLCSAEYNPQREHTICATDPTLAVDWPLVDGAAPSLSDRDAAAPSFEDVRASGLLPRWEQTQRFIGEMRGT
M. tuberculosis GlmU = inhibition of mycobacterial GlmU enzyme – biochemical, glucosamine-1-phosphate acetyltransferase (AID 1376); Bifunctional protein GlmU (Mycobacterium tuberculosis (strain ATCC 25618 / H37Rv)); M. tuberculosis GlmU acetyltransferase enzyme assay; higher % means a stronger effect; inhibition, %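 (tested at 30 µM in the primary screen)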; hits with a dose series show IC50 in µM; actives 0.25% (n = 220,000); in the data active = inhibition above about 13%;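 note: 0% = complete reaction with vehicle and 100% = reaction without substrate; strong numbers were not always called active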
* marks the source's active call; other numbers are inactive results; . = no result given; & = joins results of further samples. Some of the compounds tested; rates above refer to the full screens.

SMILES | Mtb RmlCD inh | M. tuberculosis GlmU
Clc1ccc(Cn2nnc(-c3ccc(N4CCOCC4)cc3)n2)cc1 | . | 0.8%
COc1cc(-n2c(=O)c3ccccc3n(Cc3cc(=O)n4ccccc4n3)c2=O)cc(OC)c1OC | -7 | -2.9%
O=C(Cn1c(-c2ccccn2)nc2ccccc21)N/N=C/c1cccnc1 | 21 | -2.7%
O=C(CSc1nnc(-c2ccncc2)o1)NCc1ccc(Cl)cc1 | -11 | 9.4%
O=C(CCCOc1ccccc1)N1CCN(c2ccc(F)cc2)CC1 | 2 | -6.8%
CCOC(=O)COc1ccc(C2CC(C)=NN2c2ccccc2)cc1 (stereo not drawn) | 0 | 2.3%
CCC(=O)NNc1ncnc2ccccc12 | 5 | -4.4%
O=C(O)C1=C(OCc2ccc(F)c(F)c2)C(=O)NCC1 | -12 | -4.5%
CCOc1ccccc1C(=O)N1CCC(C(=O)c2ccc(F)cc2)CC1 | . | -5.8%
Cn1nc(C(C)(C)C)cc1C(=O)Nc1nc2c(s1)C(=O)CC(C)(C)C2 | 13 | -0.5%
O=C(c1cnc2sccn2c1=O)N1CCc2ccccc2C1 | . | 2.1%
CCOC(=O)c1[nH]c(C)c(C(=O)OCC(=O)N2CCc3ccccc32)c1C | . | -2.7%
COc1ccc(CN(Cc2cccn2C)S(=O)(=O)c2cccc(C(F)(F)F)c2)cc1 | 0 | 0.0%
N/C(=N\OC(=O)c1ccc(=O)n(Cc2ccccc2)c1)c1ccccn1 | -3 | 7.7%
O=C(Nc1ccccc1)Nc1ccccc1C(=O)NCc1ccccc1 | . | 3.1%
Cc1oc2ccc(OC(=O)COc3c(F)c(F)c(F)c(F)c3F)cc2c1C(=O)OC(C)C | . | -3.1%
COc1cc2c(cc1NC(=O)COC(=O)c1ccc(C(C)(C)C)cc1)oc1ccccc12 | -4 | -6.3%
CCC(CC)NC(=O)COc1ccc(OC)cc1C=O | 1 | -4.0%
O=C1C(C=NC2CC2)=C(O)c2ccccc21 | 2 | 0.5%
CC(C)Cn1c(SCC(=O)NCc2ccc(Cl)cc2)nnc1-c1cccc(S(=O)(=O)N2CCOCC2)c1 | 9 | 4.7%

Six compounds drawn at random from those above:
SMILES | Mtb RmlCD inh | M. tuberculosis GlmU
Clc1ccc(Cn2nnc(-c3ccc(N4CCOCC4)cc3)n2)cc1 | . | 0.8%
N/C(=N\OC(=O)c1ccc(=O)n(Cc2ccccc2)c1)c1ccccn1 | -3 | 7.7%
CCC(CC)NC(=O)COc1ccc(OC)cc1C=O | 1 | -4.0%
Cc1oc2ccc(OC(=O)COc3c(F)c(F)c(F)c(F)c3F)cc2c1C(=O)OC(C)C | . | -3.1%
CCC(=O)NNc1ncnc2ccccc12 | 5 | -4.4%
CCOc1ccccc1C(=O)N1CCC(C(=O)c2ccc(F)cc2)CC1 | . | -5.8%

Other structures
SMILES | Mtb RmlCD inh | M. tuberculosis GlmU
CCN(CC)c1ccc(C(NC(C)=O)NC(C)=O)cc1 | 14 | 4.6%
CCCCC(=O)N/N=C/c1c(O)n(CCc2ccc(OC)c(OC)c2)c(=O)[nH]c1=O | -1 | 3.2%
CCCCCn1c(CN(C)Cc2ccccc2)nc2c1c(=O)n(C)c(=O)n2C | . | -2.7%
COc1cccc(CCc2nnc(CCC(=O)N3CCCC3c3nccs3)o2)c1 (stereo not drawn) | 3 | 1.4%
CCOC(=O)c1[nH]c2ccccc2c1N=C(C)N(CC)CC | 18 | .
O=C(NCCCN1CCOCC1)c1ccc(Sc2ccc(Br)cc2)c([N+](=O)[O-])c1 | -8 | -1.6%
O=c1[nH]c(=O)n(Cc2ccco2)c2c1C(C(F)(F)F)(C(F)(F)F)N=C(c1ccc(F)cc1)N2 | -4 | -1.8%
COC(=O)c1cc(OC)c(OC)cc1NC(=O)CCC1CCCC1 | 6 | -1.9%
N#CCCn1cc(/C=C2\NC(=S)N(c3ccccc3)C2=O)c(-c2ccc(F)cc2)n1 | -13 | -1.0%
Cc1ccc(CNC(=O)CCNS(=O)(=O)c2ccc3c(c2)c(=O)n(C)c(=O)n3C)cc1 | -9 | -3.1%
COC(=O)C(C)Nc1cccc(Br)c1 (stereo not drawn) | 15 | -6.0%
CC(C)NC(=O)CSc1nnc(CNC(=O)OC(C)(C)C)n1C | 8 | 0.0%
Cc1occc1-c1nnc(SCC(=O)NCC2CCCO2)n1C (stereo not drawn) | 9 | -1.0%
Cc1cccc(NCc2ccccc2O)n1 | -7 | 2.8%
CC(=O)N1CCN(c2nc(-c3cccs3)nc3ccccc23)CC1 | 7 | -0.2%
Cc1c(C(=O)N2CCCc3ccccc32)sc2nc(-c3ccccc3)cn12 | . | -3.5%
CC12CCC(C(=O)N(CSC(=S)N/N=C\c3ccccc3O)C1=O)C2(C)C (stereo not drawn) | . | -1.0%
Nc1ncccc1OCc1cccc(C(F)(F)F)c1 | 8 | -3.5%
O=[N+]([O-])c1nn(-c2ccc3c(c2)OCCO3)n(O)c1=NC1CCCCCC1 | 1 | -8.2%
NC(=O)c1ccc(NC(=O)CCc2nc3ccccc3s2)cc1 | -3 | -0.6%
C=CCc1cccc2cc(C(=O)N3CCN(c4ccccn4)CC3)c(=O)oc12 | -14 | 1.6%
Cc1nccn1CCc1n[nH]c(=S)n1Cc1ccccc1 | 6 | 2.5%
Cc1cccc(NC(=O)NNC(=O)c2ccc(C)c([N+](=O)[O-])c2)c1 | . | 5.1%
Cc1cc(C)n(-c2ncc3c(n2)N(C)CCOC3=O)n1 | 16 | 7.5%
CCn1c(SCC(=O)Nc2cc(C)on2)nnc1-c1ccc(OC)cc1 | 8 | 0.2%
Cc1csc(NC(=O)C(NC(=O)c2ccccc2F)C(C)C)n1 (stereo not drawn) | 36 | 1.5%
Cc1nnc(C)c2c(C)n(N)c(C)c12 | -6 | 10%
CCC(CC)C(=O)Nc1cccc(C(=O)Nc2ccc(OC)cc2[N+](=O)[O-])c1 | 5 | 0.9%
Cc1ccc(Sc2ncnc3onc(C)c23)c(C)c1 | -9 | -1.7%
CC1=C(C(N)=O)C(c2ccc(Cl)cc2Cl)n2ncnc2N1 (stereo not drawn) | 3 | 0.6%
CN(Cc1ccc2nsnc2c1)Cc1nc(Cc2cccc(F)c2)no1 | -7 | -0.2%
O=C(NCc1n[nH]c(=S)n1-c1ccc(Br)cc1)c1cccs1 | -13 | 8.4%
Oc1cccc(/C=N/NC(=S)NCCN2CCOCC2)c1O | -5 | -4.7%
CCCN(CCC)C(=S)NC(=O)c1ccc(-c2ccccc2)cc1 | -9 | 3.2%
O=C(OCc1cc2ccccc2[nH]c1=O)c1cccnc1 | 9 | 4.3%
CCOC(=O)/C=c1\s/c(=C\c2sccc2C)c(=O)n1CC(=O)NCc1ccc(C)cc1 | . | -5.4%
Cc1ccc(OCCCC(=O)Nc2ccc(S(=O)(=O)Nc3ccccn3)cc2)cc1 | 1 | -0.5%
CSC(=O)NC12CC3CC(CC(C)(C3)C1)C2 | -4 | 2.6%
Cc1noc(NS(=O)(=O)c2ccc(NC(=O)CSc3nnc4c(n3)[nH]c3ccccc34)cc2)c1C | -3 | 8.1%
c1ccc2c(c1)CCN(c1nc3ccccc3n3cnnc13)C2 | -4 | -7.9%
CC(C)n1c(O)c(N=Nc2ccccn2)c2ccccc21 | -14 | 0.3%
CCCCNC(=S)NNC(=O)c1csc(C(C)C)c1 | . | -0.3%
O=C(O)c1cc(-c2ccncc2)nc2ccc(F)cc12 | 13 | 6.9%
CCCCNC(=O)COC(=O)c1ccc(SC)cc1OC | -6 | 6.4%
CN1C(=S)SC(/[N+]([O-])=C\c2ccc(Cl)cc2)C1(C)C (stereo not drawn) | . | 0.6%
COc1cccc(OC)c1C(=O)N1CCN(Cc2ccc3c(c2)OCO3)CC1 | . | -2.1%
Cc1sc(NC(=O)c2ccccc2)c(C(=O)N2CCN(C)CC2)c1C | 8 | 0.9%
CC(=O)N1c2c(ccc3ccccc23)C(C)CC12CCCCC2 (stereo not drawn) | 10 | -2.2%
COc1ccc(-c2nc(CCNS(=O)(=O)c3ccc4c(c3)OCCO4)cs2)cc1 | 8 | -0.4%
O=C(NCc1ccccc1)Nc1cccn(Cc2ccccc2)c1=O | -4 | -0.6%
O=C(NCc1ccco1)c1ccc(Cn2c(=O)c3ccccc3n(Cc3cccc(Cl)c3)c2=O)cc1 | 0 | -6.1%
CC1(O)C[C@]2(C)N(O)C3CCCC[C@@H]3N2O1 (stereo partly drawn) | 14 | -4.0%
CCCCC(=O)OCc1cn(-c2ccc(Cl)cc2)nn1 | . | -6.8%
Cc1cc(C)cc(NC(=O)N2CCCC2C(=O)Nc2ccc(-n3cnnn3)c(C)c2)c1 (stereo not drawn) | 10 | -4.1%
O=C(O)c1cccc(CSc2ncccn2)c1 | -3 | 0.8%
COc1ccc(N2CCN(CC(=O)Nc3c(C)cc(C)cc3C)CC2)cc1 | . | 5.0%
Cc1ccc(CNC(=O)C(=O)NCC2OCCN2S(=O)(=O)c2ccc3c(c2)OCCO3)cc1 (stereo not drawn) | . | -6.5%
O=C1COc2cccnc2N1 | 5 | 0.3%&5.2%
CN1c2ccccc2C(C)(C)C12CC(c1ccc(Cl)c(S(=O)(=O)N3CCCC3)c1)=NO2 (stereo not drawn) | 8 | 2.0%
COC(=O)c1cc(S(=O)(=O)NCc2ccc(S(N)(=O)=O)cc2)oc1C | -8 | -4.1%

Compound profiles, from the list above. Values in the order: Mtb RmlCD inh | M. tuberculosis GlmU
CCCCNC(=O)COC(=O)c1ccc(SC)cc1OC in the list: -6 | 6.4%
CN1C(=S)SC(/[N+]([O-])=C\c2ccc(Cl)cc2)C1(C)C (stereo not drawn) in the list: . | 0.6%
Cc1ccc(CNC(=O)C(=O)NCC2OCCN2S(=O)(=O)c2ccc3c(c2)OCCO3)cc1 (stereo not drawn) in the list: . | -6.5%
O=C(NCc1ccccc1)Nc1cccn(Cc2ccccc2)c1=O in the list: -4 | -0.6%

Next records:
SMILES | Mtb RmlCD inh | M. tuberculosis GlmU
CC(C)Nc1ncnc2ccc(Br)cc12 | . | -1.9%
CN1CCC(=NNC(=O)C(=O)Nc2ccccc2)CC1 | 14 | -1.6%
NS(=O)(=O)c1ccc(NC(=O)/C=C/c2ccccc2Cl)cc1 | 6 | 0.6%
CNC(=O)c1ccsc1NC(=O)c1ccc(S(=O)(=O)N2CCOCC2)cc1 | -8 | 0.7%
COc1ccccc1OCCNC(=O)C1CCCCC1 | -6 | -3.2%
Cc1cc[n+](CC(=O)c2ccc3c(c2)OCCO3)cc1 | -2 | -5.1%
CC1CC(C)CN(C(=O)C2CCCN(S(=O)(=O)c3cnc[nH]3)C2)C1 (stereo not drawn) | -6 | 2.5%
CCn1c(/N=C/c2c[nH]c3ccccc23)nc2ccccc21 | 5 | 1.2%
CN(CCc1ccccn1)S(=O)(=O)c1ccc2c3c(cccc13)C(=O)N2 | -2 | -3.1%
CCCCn1c(SCC(=O)c2ccc(O)c(O)c2)nc2ccsc2c1=O | -13 | 1.2%
CC(C)CCC(O)(CCC(C)C)C(=O)NN1CCCCC1 | . | -4.1%
O=C(Nc1ccc(Oc2ccccc2)cc1)C1CCCN(c2ncccn2)C1 (stereo not drawn) | 8 | .
COC(=O)C1CCN(C2CC(=O)N(c3cc(C)cc(C)c3)C2=O)CC1 (stereo not drawn) | -7 | -1.3%
CC(C)c1ccc(N2CCN(C(=O)c3ccccc3NC(=O)/C=C\C(=O)O)CC2)cc1 | . | 2.0%
COc1ccc2cc(C(=O)C3CCCN(C(=O)c4csnn4)C3)ccc2c1 (stereo not drawn) | . | -2.5%
N#C/C(C(=O)NCc1ccco1)=C1/SC(Cc2ccc(F)cc2)C(=O)N1c1ccccc1 (stereo not drawn) | . | 5.6%
Cc1ccc2c(c1)nnn2C1CCN(CC(=O)N2CCN(c3ccc(F)cc3)CC2)CC1 | 5 | -0.8%
CN1C(=O)N(c2cccc3ccccc23)C(n2cncn2)C1(C)C (stereo not drawn) | 2 | -0.1%
CCCC[C@@H]1C[C@H]1[C@@H](NC(=O)c1ccco1)c1ccc(C(=O)OC)cc1 | . | -5.0%
CC12CCC(C(=O)NCc3ccc4c(c3)OCO4)(OC1=O)C2(C)C (stereo not drawn) | 8 | -5.4%
Cc1cc(NC(=O)c2noc3c2CCc2ccccc2-3)no1 | 4 | -5.5%
Cc1ccc(C)c(N(C)C(=O)c2cc3c(=O)[nH]c4ccc(C)cc4c3s2)c1 | 3 | -3.9%
CC(=O)Nc1cccc(OCC(=O)Nc2sccc2C(N)=O)c1 | 11 | -5.0%
COc1ccc2cc(CN(CC3CCCO3)C(=S)Nc3ccccc3)c(=O)[nH]c2c1 (stereo not drawn) | 6 | -2.9%
CCOC(=O)N1CCN(S(=O)(=O)c2ccc(C(=O)NNc3nc4cc(C)cc(C)c4s3)cc2)CC1 | . | 0.3%
Cc1cc(C(=O)NCC(C)C)c2ccccc2n1 | 3 | 1.6%
CC(C)NC(=O)Nc1cccs1 | . | -4.0%
COc1cc(NC(=O)c2ccc3c(c2)OCCO3)ccc1NC(=O)c1ccco1 | . | 6.2%
Cc1cccc(NC(=O)C2NC(=O)CC2c2ccccc2)c1C (stereo not drawn) | -10 | 1.3%
